# Screens as filed in PubChem.
# UHRF1 binding: human UHRF1 methylated DNA binding inhibitors | 370,000 compounds, 0.75% hits | UHRF1 binding to methylated oligo, TR-FRET | Q96T88 | inhibition, % at 4.4 µM; in the data active means inhibition above about 21%;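 further: UHRF1 SRA domain binding a hemimethylated CpG hairpin DNA probe; 0% = median of test compound wells and 100% = reference inhibitor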
# HTRA1 inhibitor: blocks human HTRA1 serine peptidase; Q92743; recombinant HTRA1, FP-rhodamine activity-based probe, fluorescence polarization; inhibition, % at 5.96 µM; 340,000 compounds, 0.5% hits; AID 504803; in the data active means inhibition above about 36%;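 further: 0% = enzyme with DMSO and 100% = wells lacking enzyme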
# Target sequence (Q92743 whole entry, looked up): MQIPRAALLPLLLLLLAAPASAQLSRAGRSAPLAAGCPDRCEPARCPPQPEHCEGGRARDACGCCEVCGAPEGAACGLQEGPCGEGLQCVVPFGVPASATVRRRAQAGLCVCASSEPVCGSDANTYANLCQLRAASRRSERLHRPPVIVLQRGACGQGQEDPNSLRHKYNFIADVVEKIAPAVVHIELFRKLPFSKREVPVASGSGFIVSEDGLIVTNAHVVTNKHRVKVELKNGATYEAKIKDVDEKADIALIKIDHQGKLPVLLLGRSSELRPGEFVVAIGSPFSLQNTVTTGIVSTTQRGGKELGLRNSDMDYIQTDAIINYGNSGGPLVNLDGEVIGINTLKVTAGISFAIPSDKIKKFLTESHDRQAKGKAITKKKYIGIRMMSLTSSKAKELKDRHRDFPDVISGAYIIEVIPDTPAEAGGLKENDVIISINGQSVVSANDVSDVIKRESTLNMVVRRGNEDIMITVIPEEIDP
# SIAE primary: inhibitors of human sialic acid acetylesterase SIAE; Q9HAT2; SIAE FP-Rh probe binding, fluorescence polarization; inhibition, % at 9.66 µM; 370,000 compounds, 0.69% hits;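 active means inhibition above a cutoff: mean of compounds within the control limits plus 3 SD of those, cut at about 17% in these data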;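 further: 0% = plate median of compound wells and 100% = probe without SIAE protein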
# Target sequence (Q9HAT2 whole entry, looked up): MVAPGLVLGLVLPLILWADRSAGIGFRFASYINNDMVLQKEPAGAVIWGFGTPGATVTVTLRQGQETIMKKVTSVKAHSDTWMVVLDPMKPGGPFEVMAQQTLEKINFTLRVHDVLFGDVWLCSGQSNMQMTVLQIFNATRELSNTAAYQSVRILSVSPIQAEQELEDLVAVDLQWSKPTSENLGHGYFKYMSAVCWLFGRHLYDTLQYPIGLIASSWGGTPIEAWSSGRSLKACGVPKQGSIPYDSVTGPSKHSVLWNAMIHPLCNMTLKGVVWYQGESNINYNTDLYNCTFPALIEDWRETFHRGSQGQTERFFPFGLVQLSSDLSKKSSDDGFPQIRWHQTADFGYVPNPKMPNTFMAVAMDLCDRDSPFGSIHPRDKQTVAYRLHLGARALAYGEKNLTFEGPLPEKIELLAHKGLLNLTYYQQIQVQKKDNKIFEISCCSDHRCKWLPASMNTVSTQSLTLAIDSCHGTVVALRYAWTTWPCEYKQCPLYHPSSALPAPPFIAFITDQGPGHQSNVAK
# PG9 binder: small molecules binding HIV-1 gp120 antibody PG9. TR-FRET gp120-PG9 antibody binding. inhibition, % at 6.7 µM. 360,000 compounds, 0.43% hits. AID 624416; in the data active means inhibition above about 8.5%
# DDE Tn7 FP inh: inhibitors of Tn7 peptide binding to human fibrin DD(E); FP displacement of FITC-Tn7 peptide from fibrin DD(E); 0% = median of compound wells per plate; inhibition, % at 8.3 µM; 370,000 compounds, 0.13% hits; AID 720508;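 active means inhibition above the mean of compounds falling within the control limits plus 3 SD of them, cut at about 14% in these data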;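 further: 0% = plate median of compound wells and 100% = 10 µM Aha-Tn7 peptide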
#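 Assay system: human fibrin DD(E) protein / Input: 2 µM fibrin DD(E) / Benchmarks: high control of 10 µM Aha-Tn7 peptide / Measured by: fluorescence polarization of the labelled Tn7 tracer / Medium: Tris buffer with calcium and detergent, pH 7.8 / Timing: 10 min compound pre-incubation, 3 h probe incubation at room temperature / Repeats: one replicate per compound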
# mABHD4 FP: inhibitors of mouse ABHD4 | Q8VD66 | purified mABHD4, FP-Rh probe fluorescence polarization | inhibition, % at 8.92 µM | 370,000 compounds, 0.54% hits | AID 720543;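 active means inhibition exceeding the mean over every tested compound plus 3 SD, cut at about 30% in these data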;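 further: 0% = plate median of compound wells and 100% = S159A mutant with DMSO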
#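 Assay system: Wild-type mouse ABHD4 protein | Medium: HEPES pH 7.0 buffer, 150 mM NaCl, 0.01% Pluronic F-127 | Incubation: Enzyme–compound pre-incubation 45 min, then probe 60 min, both 25 °C | Technique: Fluorescence polarization with parallel and perpendicular emission, 525/598 nm | Evaluation: % inhibition of FP-Rh probe binding versus controls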
# LEDGF integ inh: blocks HIV-1 LEDGF/p75-dependent DNA integration. TR-FRET IN-LEDGF/p75 DNA integration, Eu/Cy5. inhibition, % at 3.7 µM. 370,000 compounds, 0.64% hits. AID 743269;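 active means inhibition above the screen-wide mean plus 3 SD, cut at about 13% in these data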;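 further: signal is the Cy5 over europium emission ratio at 671 and 618 nm; 0% = plate median of compound wells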
# TCR CD3 inh: blocks the human TCR-CD3 interaction. TAMRA-labeled TCR probe fluorescence, biochemical. inhibition, % at 9.4 µM. 360,000 compounds, 0.37% hits. AID 651800; in the data active means inhibition above about 19%;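 further: recombinant mutant TCR 2C K166C tagged with TAMRA read by polarization; 0% = receptor in buffer alone and 100% = receptor with positive control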
# PRMT1 FP inh: PRMT1 (human) inhibition, primary screen; Q99873; recombinant PRMT1, activity-based probe fluorescence polarization; inhibition, % at 2.79 µM; 370,000 compounds, 1.3% hits; AID 652257;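 active means inhibition above about 21% made by adding two undisclosed values, limit read from the data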
# TDP2 inh: TDP2 (human) inhibition, absorbance primary screen | AID 720702 | inhibition, % at 12.8 µM | 370,000 compounds, 0.34% hits | recombinant TDP2, T5PNP hydrolysis, p-nitrophenol absorbance 415 nm;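 active means inhibition above the mean of all tested compounds plus 3 SD, set per campaign, cut at about 25% in these data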;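 further: 0% = DMSO with enzyme and 100% = buffer with substrate but no TDP2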
#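 Incubation: 2 h at 37 °C; Test system: recombinant human TDP2; Quantity: enzyme 120 nM; Read-out basis: percent inhibition; Medium: 50 mM Tris-HCl pH 7.5 with Mg2+, KCl, DTT, BSA; Repeats: single replicate; Compound: 12.8 µM single point, 1% DMSO; Signal: epi absorbance; Reagent: 5 mM T5PNP chromogenic substrate; Benchmarks: no-enzyme high, DMSO-plus-enzyme low.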
# Starred values were filed as active, the others as inactive; / = no result given. Not a hit list; any-hit rate near 4.2%.
SMILES,UHRF1 binding,HTRA1 inhibitor,SIAE primary,PG9 binder,DDE Tn7 FP inh,mABHD4 FP,LEDGF integ inh,TCR CD3 inh,PRMT1 FP inh,TDP2 inh
CC(=O)Nc1ccc(-c2ccnc3c2CC(C)(C(=O)Nc2ccc(F)c(Cl)c2)O3)cc1 (centres undefined),-0.2,/,-20.6,1.0,4.3,-24.5,-7.7,-5.2,1.4,1.0
COc1ccc(-c2nc3n(n2)C(c2ccccc2)C2=C(CCCC2=O)N3)cc1OC (centres undefined),-1.1,-2.5,7.9,0.5,6.2,1.3,0.9,-6.1,-1.4,0.2
CC1(C(=O)OCC(=O)Nc2nnc(-c3ccccc3)o2)CC1(Cl)Cl (centres undefined),-1.3,-0.6,-5.0,0.0,3.5,4.2,3.1,1.1,3.6,17.9
CC1(C(=O)NS(=O)(=O)C2CC2)CCN(C(=O)CSc2ccccc2)C1 (centres undefined),0.1,/,2.5,1.4,3.4,3.5,-0.7,1.1,2.1,8.1
COc1cc(C#N)c(N=C(SCC#N)N2CCOCC2)cc1OC,3.2,2.5,-4.8,-1.6,-0.1,-2.1,-8.3,6.0,0.7,-7.9
CCOC(=O)Cc1csc(NS(=O)(=O)c2ccc3c4c(cccc24)C(=O)N3CC)n1,0.9,1.3,-1.8,0.4,-1.5,10.6,-2.4,-4.0,2.4,5.6
COc1ccccc1NC(=O)Cn1cnc2sc(C(=O)NCc3ccco3)c(C)c2c1=O,0.3,-3.0,-5.3,-0.2,-6.1,1.1,-0.4,-3.4,3.4,7.0
CCN(CC)c1ccc(NC(=O)CSc2nnc(SCc3ccc(Cl)cc3)s2)cc1,2.3,/,3.0,/,-3.1,4.5,-4.7,/,0.1,3.9
O=C(Nc1cccnc1)c1ccc(Oc2ccccc2)cc1,-2.2,-14.6,-0.3,0.1,0.9,-7.2,2.9,4.7,-6.3,5.6
CSCCC(NC(=O)c1ccco1)C(=O)N1CCN(Cc2ccccc2)CC1 (centres undefined),-0.9,-1.3,0.1,-2.5,-0.6,1.7,1.0,3.1,-2.6,3.0
Cc1ccc(C)c(NC(=O)C2CCCN2S(=O)(=O)c2cccc3cccnc23)c1 (centres undefined),-1.5,/,-2.4,/,4.9,4.8,0.6,/,-4.6,10.2
O=C(NC1CCCc2ccccc21)c1ccc([N+](=O)[O-])cc1 (centres undefined),-2.0,-5.7,0.3,-2.7,-8.1,2.3,4.2,3.7,-2.0,-14.5
C/C(=N\NC(=O)C(c1ccccc1)c1ccccc1)c1ccc(O)cc1,0.8,-1.7,1.6,-1.1,-2.5,-10.0,3.6,-2.1,5.8,-5.3
Cc1ccccc1C(=O)NCC(=O)OCCOc1ccc(C(C)C)c(C)c1,0.0,-12.2,1.9,-0.7,-5.4,-2.4,-2.1,-0.7,2.8,-8.2
C=CCS(=O)(=O)c1cccc2cccnc12,-2.0,-2.2,-0.3,0.2,-2.9,-5.7,-1.6,2.9,-1.2,1.7
CCOC(=O)c1ccc[n+](C(C)C(=O)c2ccc(-c3ccccc3)cc2)c1 (centres undefined),-0.4,11.1,4.9,0.1,4.8,2.8,-0.3,1.9,5.6,3.4
CCCc1ccc(C(=O)NNC(=O)c2ccc(Br)cc2)cc1,1.9,-15.9,-41.3,-0.4,-1.8,-15.4,2.1,4.2,-1.7,0.6
CN(C)c1ccc(C(=O)OCC(=O)NCCNC(=O)COC(=O)c2ccc(N(C)C)cc2)cc1,-4.5,3.0,2.3,-3.7,1.5,4.1,3.5,-6.8,-3.0,-15.4
CN(C)C(=O)N1CCNCC1,4.1,0.5,-2.8,1.0,8.3,-5.7,-5.5,1.6,0.0,-2.7
CCOC(=O)CNC(=O)CSc1ccc(-c2nc3ccccc3[nH]2)cn1,-4.8,-0.8,1.8,-2.0,3.3,-1.0,-4.8,3.5,-0.5,-5.4
O=C(NCc1ccccc1)C(c1ccc(O)cc1)N(C(=O)Cn1nnc(-c2cccs2)n1)c1ccc2c(c1)OCCO2 (centres undefined),1.4,-36.4,-55.1,-0.9,-1.5,-8.3,0.9,5.6,1.0,13.3
CC1CCCC(NC(=O)C2COc3ccccc3O2)C1C (centres undefined),19.5,2.4,-2.5,-4.4,-3.5,-7.2,4.6,-2.3,-1.9,-21.2
COc1ccc(NS(=O)(=O)Cc2ccccc2Cl)cn1,0.6,-1.4,0.9,0.2,-2.5,1.0,3.2,-4.2,0.8,-10.8
CCOC(=O)C1(CCc2ccccc2)CCN(C(=O)C2CCCO2)CC1 (centres undefined),-0.2,6.5,2.5,0.9,-10.8,-4.0,0.4,0.0,-3.0,5.0
C/C(=N\NC(=O)c1ccccc1-n1cccc1)C1CC1,3.4,-23.5,2.0,-2.6,7.8,3.9,-5.7,-1.1,0.4,-6.0

# Results in mABHD4 FP and HTRA1 inhibitor, for some of the entries so far:
canonical_smiles	mABHD4 FP	HTRA1 inhibitor
CCOC(=O)C1(CCc2ccccc2)CCN(C(=O)C2CCCO2)CC1 (centres undefined)	-4.0	6.5
CSCCC(NC(=O)c1ccco1)C(=O)N1CCN(Cc2ccccc2)CC1 (centres undefined)	1.7	-1.3

# Next part.
SMILES,UHRF1 binding,HTRA1 inhibitor,SIAE primary,PG9 binder,DDE Tn7 FP inh,mABHD4 FP,LEDGF integ inh,TCR CD3 inh,PRMT1 FP inh,TDP2 inh
CCOc1ccccc1NC(=O)CSc1nnc(-c2ccncc2)o1,-2.3,-3.9,11.1,0.0,-1.0,3.2,0.8,0.0,10.9,8.3
O=C(NCC(c1ccco1)N1CCc2ccccc21)c1ccccc1Cl (centres undefined),-0.4,-1.1,6.2,-0.6,2.2,3.1,-0.2,1.2,4.7,8.3
Cc1ccc(CNC(=O)C2CCN(C(=O)c3cccc(Cl)c3)CC2)cc1,1.4,-4.8,-1.1,-1.0,-5.2,0.1,-3.0,4.2,1.2,1.5
CCC(C)/C(C)=N/NC(=O)C1COc2ccccc2O1 (centres undefined),-5.4,-3.6,10.3,-4.4,-2.4,-5.5,3.1,1.1,-2.0,-3.4
COc1cccc(CNC(=O)Cn2ncc3c(=O)oc4ccccc4c32)c1,1.7,-4.1,-2.1,0.8,-5.3,5.8,2.0,2.6,-0.8,-1.8
Cc1c(C#N)c(O)[nH]c(=O)c1N=Nc1ccc(Cl)c(C(=O)O)c1,5.8,4.7,-10.2,-7.0,-7.0,0.8,4.4,-5.3,-0.6,-8.7
CCOP(=O)(OCC)c1nc(-c2ccc(F)cc2)oc1NCc1ccccc1,-0.6,-30.9,0.4,-0.1,-4.1,-3.7,1.8,-4.1,0.4,1.7
O=C(Nc1ccncc1)C1CCN(S(=O)(=O)c2cccs2)CC1,0.9,-4.6,0.8,-0.4,-0.5,-1.2,4.8,-2.9,-6.3,-20.7
CC(=O)Nc1cc2c3c(c1)CC(=O)N3CCC2,-1.9,3.9,4.2,-2.2,-1.5,-0.6,2.7,7.3,-2.7,9.8
COc1ccc(N2CCN(S(=O)(=O)c3ccc(-n4cnnn4)c(C)c3)CC2)cc1,0.6,0.2,0.4,-0.2,-2.5,9.2,-1.8,4.7,-1.4,-4.3
O=C(CCCCCNS(=O)(=O)c1ccc(Br)cc1)NCCN1CCOCC1,3.2,-6.5,5.1,2.2,-0.7,3.5,1.8,3.1,-1.5,-3.0
CCOC(=O)N1CCN(S(=O)(=O)c2ccc(C(=O)N(CCN(CC)CC)c3nc4ccc(C)cc4s3)cc2)CC1,2.8,-15.8,4.9,-2.5,-7.8,11.3,-0.1,-2.2,1.1,13.9
COc1ccc(CNC(=O)C2CCN(S(=O)(=O)c3ccc(-c4nn[nH]n4)cc3)CC2)cc1,3.5,4.5,-0.8,1.0,2.5,-13.5,0.2,3.5,1.0,1.3
CC(=O)NC(Cc1c[nH]c2ccccc12)C(=O)N/N=C/c1ccccc1 (centres undefined),2.9,-3.2,0.4,-1.1,-4.3,6.5,1.9,-1.5,-0.2,-5.2
O=C(c1ccc(N2CCCC2=O)cc1)N1CCOCC1,0.0,5.6,10.1,-1.4,6.6,3.9,-2.7,10.9,-0.4,-4.0
COc1ccccc1N(CC(=O)N/N=C/c1c(O)ccc2ccccc12)S(C)(=O)=O,1.4,27.4,16.7,-0.1,7.5,19.4,-10.7,8.4,5.2,-10.9
CC(C)C[C@H]1COc2cc(N3CCC[C@H]3CO)ccc2S(=O)(=O)N1,-0.3,/,9.8,-1.0,-2.9,0.1,1.8,-5.0,4.1,6.8
Cc1c(NC(=O)c2cc3ccccc3o2)cccc1-n1cnnn1,-2.3,-25.9,1.2,-0.4,-1.4,-0.8,4.9,0.1,-2.2,1.5
CS(=O)(=O)NCC(c1cccnc1)N1CCN(c2ccccc2F)CC1 (centres undefined),-1.5,5.0,0.2,-0.5,1.4,-1.9,-1.2,5.0,-1.2,1.4
O=C(NCCS(=O)(=O)N1CCC2(CC1)OCCO2)c1ccccc1,-0.7,-5.1,6.5,0.7,3.7,1.9,-2.1,-1.2,-0.2,9.8
Cc1ccc(S(=O)(=O)Nc2cc(S(=O)(=O)N3CCOCC3)ccc2NCC2CCCO2)cc1 (centres undefined),-0.4,-3.5,9.1,2.5,-3.7,4.0,-4.3,5.6,0.1,3.1
CC(Oc1ccc(C(=O)c2ccccc2)cc1)C(=O)Nc1ccc(S(N)(=O)=O)cc1 (centres undefined),-2.0,-10.2,-6.0,-2.9,-6.9,-17.0,-0.9,2.2,-2.4,3.9
O=C(NS(=O)(=O)Nc1ccccn1)c1c[nH]c2ccccc12,-0.5,-0.5,1.3,-1.8,-3.8,3.0,0.4,-5.0,1.5,6.5
CCc1ccc(C2CC(c3ccc(F)cc3)Nc3nc(N)nn32)cc1 (centres undefined),1.7,-2.0,11.7,0.5,1.6,-8.0,6.6,3.2,-2.9,-1.1
NC(=O)c1ccsc1NC(=O)COC(=O)CCOc1ccccc1,8.8,5.0,-10.2,-0.2,1.4,-12.5,-0.8,3.0,11.0,-0.5
COc1ccccc1OCC(=O)Nc1nonc1NC(=O)COc1ccccc1OC,-3.1,-4.0,-2.7,0.7,-8.8,-1.1,3.2,2.3,-0.7,0.3
CC(=O)Nc1ccc(S(=O)(=O)N2CCCCC2C(=O)O)cc1 (centres undefined),-0.4,-3.5,-2.8,-1.3,-4.0,-3.3,2.2,-4.2,-4.0,12.9
O=C1CCc2cc(S(=O)(=O)Nc3cccc(Cl)c3)ccc2N1,2.7,/,-0.5,-3.0,-4.4,4.0,1.1,-3.7,-1.9,-7.9
Cc1ccc(NC(=O)N2CCCn3c(SCC(=O)c4ccccc4)nnc32)cc1,-2.6,/,-2.9,0.7,-4.2,-6.0,-2.2,-2.0,-11.5,-3.3
